MRP-1 activ – MRP-1 activation; viability increase, % at 10 µM; 140,000 tested, 0.61% active; H69AR cells + doxorubicin, viability rescue, CellTiter-Glo;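 active = viability gain under doxorubicin at or above a set limit, the compound median plus 3 SD, cut at about 4.7% in these data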;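 note: MRP-1 overexpressing cells given doxorubicin 25 µM after compound pretreatment; 18-22 h compound pretreatment then 72 h with doxorubicin before readout; 0% = doxorubicin-only wells and 100% = vehicle-treated cells without doxorubicin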
Yeast lifespan up – extends the lifespan of yeast; S. cerevisiae growth with nicotinamide, OD615; deaD strain in restrictive glucose medium; 130,000 tested, 0.68% active; inhibition of the nicotinamide effect, % at 10 µM; AID 775;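 active = inhibition above a set limit, placed 3 SD over the median of all compounds, cut at about 26% in these data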;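 note: 0% = nicotinamide-treated wells and 100% = cells grown without nicotinamide; some compounds called inactive have numbers as strong as hits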
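System: DeaD-strain S. cerevisiae / Buffer or medium: CSMM-D, restrictive glucose (dextrose) synthetic minimal medium / Probe or stimulus: nicotinamide, 1.5 mM, co-present with compound / Compound: one concentration, 10 µM, DMSO 0.25% / Incubation: 48 h compound exposure at 30 °C, humidified / Technique: optical density (absorbance) at 615 nm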
NPY-Y2 antag – antagonists of human neuropeptide Y receptor Y2; NPY-Y2 expressing cells, antagonist mode; inhibition, % at 2.7 µM; 140,000 tested, 0.99% active; AID 793; in the data active = inhibition above about 17%;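 note: 0% = vehicle with agonist challenge and 100% = reference antagonist with challenge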
Target sequence (P49146 whole entry, looked up): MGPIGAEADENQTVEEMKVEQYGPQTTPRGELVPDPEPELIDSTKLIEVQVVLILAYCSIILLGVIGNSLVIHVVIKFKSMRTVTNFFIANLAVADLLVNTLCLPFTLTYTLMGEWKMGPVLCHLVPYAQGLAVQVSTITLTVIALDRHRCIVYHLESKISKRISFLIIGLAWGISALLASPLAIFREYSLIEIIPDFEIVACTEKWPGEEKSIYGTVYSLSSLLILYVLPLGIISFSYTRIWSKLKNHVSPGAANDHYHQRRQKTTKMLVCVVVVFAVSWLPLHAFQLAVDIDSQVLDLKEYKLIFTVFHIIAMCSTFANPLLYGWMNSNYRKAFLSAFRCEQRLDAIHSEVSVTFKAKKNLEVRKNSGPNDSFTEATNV
HCT116 PTEN-null – suppresses growth of cells with PTEN deletion | HCT116 PTEN-null viability, CellTiter-Glo, 60 h; stronger effect = lower value | viability, % at 10 µM | 140,000 tested, 1.2% active;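 active = viability at or below a set limit, 4 SD under the median of all tested compounds, cut at about 3.7% in these data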;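 note: PTEN knockout HCT116 line with beta catenin targeted HCT116 as companion control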
E-sel TNF inh – TNF alpha driven E-selectin expression inhibition; inhibition, % at 2 µM; 120,000 tested, 0.71% active; AID 1246; HUVEC TNFa-induced E-selectin immunofluorescence, high content;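 active = inhibition above the batch mean plus 3 SD, and confirmed as a hit on visual image review, cut at about 43% in these data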;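 note: 0% = TNF-stimulated DMSO wells and 100% = unstimulated control wells; not every result past the cut was called active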
Measles CPE – protection of cells from measles virus; protection (pct of control), % at 4 µM; Measles virus-infected cells, CPE protection, absorbance; 140,000 tested, 1.5% active; in the data active = protection mostly above about 24%, no sharp cut-off; inactive = mostly below about 26%; note: some compounds called inactive have numbers as strong as hits
Phagocytosis inh – macrophage phagocytosis inhibition; J774A.1 macrophage IgG-bead phagocytosis, imaging; inhibition, % at 5 µM; 110,000 tested, 0.07% active;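 active = inhibition above the mean of the plate negative controls plus 5 SD, cut at about 13% in these data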;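 note: phagocytic index as fraction of beads internalized from green versus red external bead signal; plate controls were DMSO negative control for no effect and cytochalasin-D positive control for full effect; some results beyond the cut were filed as inactive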
HCT116 bCat-KO – beta-catenin-lacking colon tumor cell growth suppression | viability, % at 10 µM | 140,000 tested, 1.5% active | HCT116 beta-catenin knockout viability, CellTiter-Glo, 60 h; stronger effect = lower value;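 active = viability at or under a set limit, the compound median less 4 SD, cut at about 6% in these data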;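 note: 0% = Hyamine 1622 control at 20 µM and 100% = untreated cell control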
BB579 growth dn – chemicals that inhibit yeast BB579 growth in restrictive medium (lifespan-shortening candidates); S. cerevisiae BB579 growth, OD615, 48 h; inhibition, % at 10 µM; 140,000 tested, 0.51% active; AID 804;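 active = inhibition above a set limit, 3 SD over the mean compound inhibition, cut at about 44% in these data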; note: inactives centre near -24
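Test system: Saccharomyces cerevisiae DeaD strain BB579, replicative lifespan model yeast | Buffer or medium: Restrictive CSMM-D medium | Doses: One dose, 10 µM compound with 0.25% DMSO | Incubation: 48 h exposure, 30 °C | Detection: Culture absorbance at 615 nm | Control set: Amphotericin B at 10 µg/mL as positive control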
GALR2 blocker – blocks the human galanin receptor 2 | O43603 | GALR2-expressing cells, antagonist mode | inhibition, % at 4 µM | 140,000 tested, 0.39% active; in the data active = inhibition above about 27%;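 note: cells stimulated with galanin 1-16 at roughly its EC80; 0% = agonist challenge control and 100% = basal control without agonist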
Target sequence (O43603 whole entry, looked up): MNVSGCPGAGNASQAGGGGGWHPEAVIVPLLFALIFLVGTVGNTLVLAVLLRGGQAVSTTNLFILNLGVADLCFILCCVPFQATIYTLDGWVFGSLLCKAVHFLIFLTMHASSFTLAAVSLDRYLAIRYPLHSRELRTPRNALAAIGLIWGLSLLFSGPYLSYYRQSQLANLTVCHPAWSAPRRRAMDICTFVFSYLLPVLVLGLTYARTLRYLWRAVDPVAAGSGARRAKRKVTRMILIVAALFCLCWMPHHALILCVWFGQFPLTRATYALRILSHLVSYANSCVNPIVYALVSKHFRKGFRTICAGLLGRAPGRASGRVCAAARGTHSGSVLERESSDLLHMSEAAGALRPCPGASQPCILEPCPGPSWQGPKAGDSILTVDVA
An asterisk follows results filed as active; . = no result given; & = joins results of further samples.

SMILES	MRP-1 activ	Yeast lifespan up	NPY-Y2 antag	HCT116 PTEN-null	E-sel TNF inh	Measles CPE	Phagocytosis inh	HCT116 bCat-KO	BB579 growth dn	GALR2 blocker
O=C(N/N=C/c1c[nH]c2ccccc12)c1cc(-c2ccccc2)n[nH]1	-2.0	-6	-1	81	.	6	-2	79	-1	13
O=C(NCC1CCCO1)c1cccc(NC(=O)c2ccco2)c1 (configuration not stated)	-3.4	-15	3	99	11	12	1	74	-30	-10
CCOc1cccc(/C(O)=C2/C(=O)C(=O)N(CCOC)C2c2ccco2)c1 (configuration not stated)	-1.0	-12	4	99	10	2	0	103	-21	1
CCCCNc1nc(-c2ccccc2)cc(C(F)(F)F)c1C(N)=O	-4.3	.	4	74	-27	7	.	82	-19	0
Nc1cc(N)nc(SCC(=O)N2CCc3ccccc32)n1	-1.7	-10	-2	99	-12	1	0	94	-44	-6
CC(C)Cc1ccc(C(C)C(=O)Nc2nccs2)cc1 (configuration not stated)	-1.7	9	5	81	6	16	-1	72	-45	0
Cc1cc(C)cc(NC(=O)C2CCN(S(=O)(=O)c3c(C)n[nH]c3C)CC2)c1	-3.9	-8	1	94	.	2	.	100	-29	-7
O=C(NCCCCNC(=O)c1cccs1)c1cccs1	-2.2	4	0	85	6	3	-2	94	-51	-18
CCNc1nc(NC(C)(C)C)nc(SC(C(C)=O)C(C)=O)n1	-0.9	10	1	99	-15	10	0	96	-19	3
CCN(C(C)=O)c1cccc2ccccc12	-2.0	-15	-1	97	-9	5	-1	83	-40	-9
COc1ccc(S(=O)(=O)N(C)C)cc1NC(=O)[C@H](Cc1ccccc1)N1C(=O)c2ccccc2C1=O	-0.2	4	3	96	-13	14	-2	96	-50	5
COc1cc(/C=N/OCC(=O)Nc2ccc(OC(F)F)cc2)ccc1OCc1ccccc1	-2.7	1	3	29	.	22	-7	32	-40	-13
COc1ccc(NC2=NCC(=O)N2Cc2cccs2)cc1	-2.0	-14	1	106	10	13	.	103	1	4
COc1ccc(-c2nc(CS(=O)CC(=O)NCc3ccc(Cl)cc3)c(C)o2)cc1 (configuration not stated)	-1.7	1	4	81	.	7	-1	82	-39	-7
Cc1ccc(CNCC(O)(c2ccccc2)c2ccc(F)cc2)cc1 (configuration not stated)	-2.9	3	8	80	.	43	.	80	-27	2
CCC(c1nnnn1CCOC)N1CCN(Cc2ccccc2OC)CC1 (configuration not stated)	-2.7	-3	6	92	25	6	0	96	-17	8
Cc1cc(N2C(=O)C3C4CC(C(Br)C4Br)C3C2=O)no1 (configuration not stated)	-0.2	2	1	97	1	32*	-2	98	-7	2
Cn1c(SCC(=O)N2CCc3ccccc32)nnc1C1CC1	-1.2	2	1	84	-1	10	-1	85	-39	8
O=C(N/N=C/c1cccnc1)/C(=C\c1cccs1)NC(=O)c1ccccc1	-1.2	6	0	99	-8	11	-8	93	-50	11
CC1CCc2nc(NCCO)nc(C(F)(F)F)c2C1 (configuration not stated)	0.0	-3	4	86	10	22	-2	83	-42	-6
O=C(COC(=O)C1CCC(=O)N1)Nc1ccc(Br)cc1 (configuration not stated)	1.7	-4	-1	89	-17	9	-6	100	-5	5
Cc1ccc(C(=O)N2CCN(c3ccc(Cl)cc3)CC2)cc1	1.4	-3	0	93	-16	3	-2	92	-43	-5
CCOC(=O)N1CCN(C(=O)c2cccc(NC3=NC4CS(=O)(=O)CC4S3)c2)CC1 (configuration not stated)	-0.4	2	-1	96	.	3	-1	88	-13	0
Cn1cnc([N+](=O)[O-])c1S(=O)(=O)c1cccc(Cl)c1	-4.6	13	4	0.9*	.	19	0	1.2*	29	47*
CC1(C)COC(c2cccn2Cc2ccc(F)cc2Cl)=N1	-2.1	-2	4	89	-13	6	0	85	-10	2

A draw from above in order of molecular weight, smallest number first:
SMILES	MRP-1 activ	Yeast lifespan up	NPY-Y2 antag	HCT116 PTEN-null	E-sel TNF inh	Measles CPE	Phagocytosis inh	HCT116 bCat-KO	BB579 growth dn	GALR2 blocker
CCN(C(C)=O)c1cccc2ccccc12	-2.0	-15	-1	97	-9	5	-1	83	-40	-9
Cn1c(SCC(=O)N2CCc3ccccc32)nnc1C1CC1	-1.2	2	1	84	-1	10	-1	85	-39	8
Cc1ccc(C(=O)N2CCN(c3ccc(Cl)cc3)CC2)cc1	1.4	-3	0	93	-16	3	-2	92	-43	-5
O=C(COC(=O)C1CCC(=O)N1)Nc1ccc(Br)cc1 (configuration not stated)	1.7	-4	-1	89	-17	9	-6	100	-5	5

Next results.
SMILES	MRP-1 activ	Yeast lifespan up	NPY-Y2 antag	HCT116 PTEN-null	E-sel TNF inh	Measles CPE	Phagocytosis inh	HCT116 bCat-KO	BB579 growth dn	GALR2 blocker
CCNC(=O)/N=C1/NC(=O)C(C(C)C)O1 (configuration not stated)	-1.1	-7	-2	98	-4	28	-2	109	-6	-12
CSc1ccc(/C=N/NC(=O)CN2CCN(Cc3ccc(Cl)cc3)CC2)cc1	-3.4	0	4	79	.	24	5	86	25	-19
Cc1ccc([N+](=O)[O-])cc1S(=O)(=O)NCc1cccnc1	-2.2	0	4	92	21	17	-3	98	3	0
O=C(CCCSc1ccccc1)Nc1nc(-c2ccccn2)cs1	0.9	-5	11	.	-33	14	0	15	57*	-7
O=C(O)c1cccc(NC(=O)C2CC(=O)N(Cc3ccccc3)C2)c1 (configuration not stated)	-1.4	3	3	90	-28	9	-1	90	-24	-4
Cc1cc(C)c(C)c(C(=O)C2OC(=O)C(C)(C)C(=O)C2(C)C)c1C (configuration not stated)	-2.0	12	5	95	3	5	-1	84	-38	8
CCc1ccc(NC(=O)N(CCN(C)C)C(C)c2cccnc2)cc1 (configuration not stated)	-0.2	-6	4	101	-11	6	0	98	-15	2
OCCN(Cc1ccccc1)Cc1cccc(F)c1	-0.3	0	4	93	-3	9	-1	91	-11	4
O=C(CCCCCN1C(=O)c2ccccc2C1=O)NC1CCCC1	-1.8	-5	3	108	-13	5	0	95	-34	-1
COc1ccc(C2C(C(=O)c3sc(C)nc3C)=C(O)C(=O)N2CCN(C)C)cc1OC (configuration not stated)	1.0	-6	-2	91	-1	13	.	92	6	-2
COc1cccc(/C=C/C(=O)Nc2ccc(OC)nc2)c1	-1.0	-9	0	88	.	26	7	91	0	4
CC1CC(=O)Nc2ccccc2S1(=O)=O (configuration not stated)	-2.0	0	0	97	84*	16	6	106	-3	13
COc1ccc(NC(=O)c2nnn(Cc3cccc(F)c3)c2N)c(OC)c1	-1.1	2	-2	104	.	5	0	94	-8	4
CC(C)COc1ccc(-c2nnc(-c3ccco3)o2)cc1	0.1	-5	7	85	.	15	0	92	-26	-8
Cc1cccc(OCC(=O)Nc2ccc(N3CCN(C(=O)c4ccco4)CC3)cc2)c1	-2.8	-5	11	25	17	17	.	23	-37	4
Cc1ccc2[nH]c(=O)c(-c3nc4cc(C)ccn4c3NCc3ccco3)cc2c1	-3.4	-9	7	32	-9	7	1	57	-47	18
CCN(CC(=O)Nc1cccc(OC)c1)C(=O)C1CCN(C(=O)Nc2ccccc2)CC1	0.0	-7	2	93	0	8	0	89	-16	5
CC1CC(C)(C)NC(=S)N1CC(=O)N(C)Cc1ccccc1 (configuration not stated)	-1.2	0	1	87	27	4	-10	98	-4	-9
CCC(C)NCCCCOc1ccc(Br)cc1 (configuration not stated)	0.1	3	4	64	12	3	-8	60	-20	8
CCn1c(SCC(=O)c2c[nH]c3ccccc23)nnc1-c1cccs1	-2.5	-19	6	79	10	1	0	87	-3	0
CCc1cccc(NC(=O)Cn2c(=O)oc3cc(S(=O)(=O)N4CCOCC4)ccc32)c1	-3.6	-8	-1	93	-4	10	2	93	-24	6
CCCC(=O)NC(C)c1nc2ccccc2n1C (configuration not stated)	-0.5	4	2	99	7	7	1	98	2	11
CN(C)c1ccc(CN(C(=O)C2COc3ccccc3O2)C2CCS(=O)(=O)C2)cc1 (configuration not stated)	-2.1	-14	3	91&86	-29	1	0	80	-26	-6
O=C(c1cc2sccc2n1Cc1ccc(F)cc1)N1CCc2ccccc21	-4.3	.	12	57	-24	31	.	76	-64	0
O=C(Nc1cc(C(F)(F)F)ccc1Cl)C1CCN(c2nnc(-n3cccc3)s2)CC1	-3.2	-2	2	70	.	3	.	72	-48	-12
SMILES	MRP-1 activ	Yeast lifespan up	NPY-Y2 antag	HCT116 PTEN-null	E-sel TNF inh	Measles CPE	Phagocytosis inh	HCT116 bCat-KO	BB579 growth dn	GALR2 blocker
CN(C)CCNC(=O)Nc1cccc(Cl)c1Cl	-1.3	.	1	100	.	1	.	107	-28	-2
COc1ccc(Cl)cc1C(=O)N(Cc1nc(-c2cccc(C)c2)no1)C(C)C	-1.1	-3	7	44	9	6	0	53	10	-20
CCOc1ccccc1C1C(C(=O)Nc2ccc(OC)cc2)=C(C)Nc2nc(CCCO)nn21 (configuration not stated)	-2.7	-3	1	91	.	8	.	88	-29	7
COCCN(CCOC)Cc1cc(=O)oc2cc3c(cc12)CCC3	-1.6	-4	1	88	33	9	-1	90	-27	-3
Cc1ccccc1Cn1cccc1/C=C1/C(=N)N2C=CSC2=NC1=O	-3.4	-28	7	84	.	19	0	80	-42	7
COCCN1CC(=O)N(c2cccc(C)c2C)C(c2ccc(Cl)cc2)C1=O (configuration not stated)	-0.7	-4	0	93	5	14	.	104	-45	7
O=C(Nc1cccc2[nH]ncc12)c1ccc(F)cc1	-3.6	-26	1	78	34	6	.	91	-34	14
CCOc1cc(/C=N/Nc2nc(-c3cccc(S(=O)(=O)N4CCCC4)c3)cs2)ccc1O	-2.5	-3	-2	69	0	6	-5	78	-27	4
CCC(SC1=N/C(=C/c2ccccc2OC)C(=O)N1c1ccccc1)C(=O)Nc1cc(C)on1 (configuration not stated)	-3.7	-5	1	79	-14	5	-1	94	-32	7
COc1ccccc1NC(=O)C1=C(C)Nc2nnnn2C1c1ccccc1OC (configuration not stated)	-0.5	16	2	106	-21	11	-2	97	-62	-10
CCOc1ccc(OCC)c(NC(=O)C2CCN(S(=O)(=O)c3cccc4nonc34)CC2)c1	-1.5	-4	-1	90	-4	9	0	80	-69	1
CCOc1ccccc1N1CCN(C(=O)CC(C)C)CC1	-2.0	-4	4	105	18	6	-6	95	-5	-9
Cc1cc(C(F)(F)F)nn1CC(=O)N1CCCCC1C (configuration not stated)	0.6	-12	1	102	-33	3	.	104	-17	7
COc1ccc(S(=O)(=O)N(C)CC(=O)NCc2cccnc2)cc1OC	-2.7	-5	2	85	3	16	-1	93	-10	-12
COc1cc(-c2nnc(COC(=O)c3c4c(nc5ccccc35)CCCC4)o2)cc(OC)c1OC	-5.8	-6	3	66	9	10	.	66	-20	-2
N#CCCn1cnc2c(=S)nc[nH]c21	-3.0	2	3	93	7	6	-1	85	26	13
Cc1nc2nc(Cc3ccccc3)nn2c(C)c1Cl	-0.1	-6	0	98	-9	8	2	97	-36	9
CC(C)Oc1ccc(CCc2n[nH]c(=S)n2Cc2ccccc2)cc1	-1.9	-13	6	86	-7	2	.	76	-21	-4
